Screening results deposited in PubChem BioAssay by National Center for Advancing Translational Sciences (NCATS).
RECQ1 helicase = blocks DNA unwinding by human RECQ1; P46063; RECQ1 DNA unwinding, red fluorescence kinetic read; Potency, µM (titrated, usually from 57.3 µM), for inactives: at the top dose activity, negative = inhibition, actives largely listed as inhibitors; 0.54% of 240,000 active; AID 2549;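 note: plate controls were vehicle for no effect and no enzyme for full effect; nearly all actives have a fitted effect of over 30% in size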
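50 nM RECQ1T1 preincubated 15 min with compound in Tris pH 8.0 buffer with MgCl2, DTT, Tween-20 and 2.5 ug/ml poly(dI-dC); started with 200 nM TAMRA/BHQ-2 forked duplex and 2 mM ATP. Unwinding read as fluorescence (525/598 nm), two reads 2 h apart.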
ALDH1A1 inh = ALDH1A1 (human) enzyme inhibition | P00352 | Purified ALDH1A1, NADH fluorescence, propionaldehyde substrate | Potency, µM (top dose mostly 75.3 µM), for inactives: top-dose activity, negative = inhibition, most hits filed as inhibitors | 7.3% of 220,000 active; active = well fitted inhibition curve with a large enough effect, not every such curve was filed as active; inconclusive = small, poorly fitted or top-dose-only effect, or another doubt; inactive = no such curve, though single readings can be large or run the other way;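 note: plate controls were no enzyme wells and a reference inhibitor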
Target sequence (P00352 whole entry, looked up): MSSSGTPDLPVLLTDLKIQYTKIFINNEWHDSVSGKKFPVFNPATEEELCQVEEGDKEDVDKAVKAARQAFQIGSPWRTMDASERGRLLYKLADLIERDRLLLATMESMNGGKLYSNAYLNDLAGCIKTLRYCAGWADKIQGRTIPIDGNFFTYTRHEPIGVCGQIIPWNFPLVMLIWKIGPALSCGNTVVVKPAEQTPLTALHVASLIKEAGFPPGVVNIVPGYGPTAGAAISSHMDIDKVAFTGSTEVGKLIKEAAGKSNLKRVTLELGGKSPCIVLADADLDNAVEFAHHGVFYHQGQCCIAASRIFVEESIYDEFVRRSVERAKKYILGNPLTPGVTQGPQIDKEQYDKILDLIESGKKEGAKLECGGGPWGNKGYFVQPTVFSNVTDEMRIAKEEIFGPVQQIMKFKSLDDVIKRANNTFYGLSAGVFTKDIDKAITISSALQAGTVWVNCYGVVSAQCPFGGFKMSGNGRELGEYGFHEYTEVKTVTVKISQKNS
L3MBTL1 inh = L3MBTL1 (human) inhibition; Potency, µM (top dose mostly 57.1 µM), inactives show at the highest dose activity, negative = inhibition, hits mostly inhibitors; AlphaScreen L3MBTL1–H3K9me1 peptide binding; 0.66% of 230,000 active; AID 485360; note: % is set by controls: 0 for no effect and ±100 for the full control effect; nearly all actives have a fitted effect of over 60% in size
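AlphaScreen assay: L3MBTL1 (50 nM final) was preincubated 30 min at room temperature with biotinylated H3(1-15)K9me1 peptide (75 nM final), then 30 min with library compounds; streptavidin donor and nickel chelate acceptor beads (10 ug/mL final) added, 30 min dark.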
LMNA splice mod = LMNA splicing modulation; HeLa LMNA splicing GFP/RFP minigene ratio, 48 h; Potency, µM (titrated, usually from 46.1 µM), without a hit: at the highest dose ratio change, negative = inhibition, most hits filed as inhibitors; 0.01% of 200,000 active; AID 1487; active = well fitted inhibition curve with a large enough effect in the signal ratio, with a control signal flat, not every such curve was filed as active; inconclusive = small, poorly fitted or top-dose-only effect, or effect the other way, or a change in a side signal; the % refers to the signal ratio; note: % is set by controls: 0 for no effect and ±100 for the full control effect
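S3 HeLa cells stably expressing lamin A-EGFP splicing minigene plus DsRed2, 600 cells/well, 48 h compound exposure at 37C. Laser-scanning cytometry; analysed as GFP (500-530 nm)/RFP (575-640 nm) total intensity ratio; 0.5% DMSO vehicle.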
SMN2 splice up = enhancers of SMN2 splice variant expression | HEK293 SMN2-luciferase splicing reporter, luminescence, 30-36 h | Potency, µM (titrated, usually from 46.1 µM), for the others: at the highest dose activity change, positive = activation, usual class: activators | 2.8% of 210,000 active | AID 1458; note: % of control where 0% means no effect; nearly all actives have a fitted effect of over 55% in size
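HEK293 cells carry an SMN2 […]–luciferase reporter in which exon 7 inclusion puts luciferase in frame. Cells were plated 10-12 h before compound addition, then incubated 30-36 h at 37C. ONE-Glo luminescence was read; sodium butyrate at 4.5 mM final served as control.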
Luc counter = Kinase-Glo luciferase inhibition (counter-screen) | Q27757 | Kinase-Glo luciferase, ATP luminescence, 8 min | Potency, µM (series often up to 38.3 µM), for inactives: top-dose activity change, negative = inhibition, most hits filed as inhibitors | 0.28% of 200,000 active; note: % is set by controls: 0 for no effect and ±100 for the full control effect; nearly all actives have a fitted effect of over 60% in size
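Substrate mix (final 50 mM imidazole pH 7.2, 50 mM KCl, 7 mM MgCl2, 10 uM ATP, 0.01% Tween 20, 0.05% BSA) plus pin-tool compound, then Kinase-Glo detection mix; 8 min ambient, luminescence read.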
JMJD2E inh = blocks human JMJD2E demethylase activity; B2RXH2; JMJD2E catalytic domain, FDH-coupled NADH fluorescence (FDH is formaldehyde dehydrogenase); Potency, µM (doses to about 57.1 µM), without a hit: at the top dose activity change, negative = inhibition, actives largely listed as inhibitors; 1.6% of 230,000 active; AID 2147; active = well fitted inhibition curve with a large enough effect, not every such curve was filed as active; inconclusive = small, poorly fitted or top-dose-only effect, or another doubt; inactive = no such curve, though single readings can be large or run the other way;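 note: 0% = wells with enzyme and -100% = buffer wells without enzyme; nearly all actives have a fitted effect of over 50% in size; many of its hits are not listed in these tables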
Target sequence (B2RXH2 1-337 limits assumed): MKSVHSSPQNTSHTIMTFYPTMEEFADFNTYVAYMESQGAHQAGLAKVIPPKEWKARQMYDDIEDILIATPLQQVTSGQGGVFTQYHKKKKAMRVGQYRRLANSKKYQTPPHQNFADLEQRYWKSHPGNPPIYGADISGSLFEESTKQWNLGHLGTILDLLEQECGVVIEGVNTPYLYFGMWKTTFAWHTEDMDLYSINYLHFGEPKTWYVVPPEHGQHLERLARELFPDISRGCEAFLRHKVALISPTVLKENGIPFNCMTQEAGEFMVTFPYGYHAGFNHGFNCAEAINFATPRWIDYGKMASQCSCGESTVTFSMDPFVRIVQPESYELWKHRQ
Tau ThT inhib = blocks human tau fibril formation measured by thioflavin T | P10636 | recombinant tau K18 P301L (four-repeat tau fragment), heparin-induced fibrillization, ThT fluorescence | Potency, µM (top dose mostly 57.4 µM), for inactives: at the highest dose activity, negative = inhibition, most hits filed as inhibitors | 2.1% of 270,000 active | AID 1460; note: % is set by controls: 0 for no effect and ±100 for the full control effect; nearly all actives have a fitted effect of over 55% in size
Target sequence (P10636 561-689 P618L limits assumed): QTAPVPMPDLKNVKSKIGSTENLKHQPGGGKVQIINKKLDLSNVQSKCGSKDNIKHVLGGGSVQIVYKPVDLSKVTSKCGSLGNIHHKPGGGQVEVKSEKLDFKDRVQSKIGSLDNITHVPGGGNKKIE
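Recombinant human tau K18 fragment […] carrying P301L, 15 uM unlabeled plus 0.24 uM Alexa 594-labeled, was fibrillized with 20 uM heparin in 100 mM sodium acetate pH 7 for 6 hr at 37 C; 30 uM ThT fluorescence read after 1 hr.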
An asterisk follows results filed as active; i = inactive; ? = inconclusive; / = no result given; & = joins results of further samples; [ ] = remark or other dose. Unless noted, calls come from the whole dose curve; as a rule, active = well fitted curve in the direction sought with a large enough effect; inconclusive = small, poorly fitted or top-dose-only effect, or another doubt; inactive = no such curve, though single readings can be large; an effect the other way counts as inactive or inconclusive. Potency is the fitted concentration of half-maximal effect. An excerpt, so the mix of outcomes need not match the whole.

SMILES	RECQ1 helicase	ALDH1A1 inh	L3MBTL1 inh	LMNA splice mod	SMN2 splice up	Luc counter	JMJD2E inh	Tau ThT inhib
CCOC(=O)C1(CCOC)CCN(Cc2nc(C(C)C)cs2)CC1	14%	9%	1%	14%[46 µM]	/	-3%	-7%	-4%
COc1ccc(-n2c(=O)[nH]cc(C(=O)N3CCCc4ccccc43)c2=O)cc1	-2%	-13%	8%	10%	5%	0%	0%	-1%
O=C(Oc1cccc([N+](=O)[O-])c1)N1CCCCC1	-4%	-9%	4%	/	-9%	0%	-7%	8%
COc1ccccc1/C=C(/CC(=O)NCc1ccccc1)c1nc2ccccc2s1	0%	?	-7%	?	/	/	-7%	-15%
Cc1ccccc1C(=O)NNC(=O)c1ccoc1C	-3%	7%	-4%	0%	21%	-8%	-3%	-2%
Cc1cc(C(=O)OCC(=O)N2CCOCC2)ccc1[N+](=O)[O-]	i	-8%	12%	?	-15%	-4%	10%	-11%
O=S(=O)(N/N=C\C=C\c1ccccc1)c1ccc(Br)cc1	-11%	?	-1%	-4%	13%	-1%	0%	-10%
O=C(Nc1nnc(-c2ccco2)o1)c1ccc2ccccc2c1	-2%	7%	13%	?	-1%	-4%	?	1%
COC(=O)c1c(NC(=O)CSc2ncnc3[nH]ncc23)sc2c1CCC2	-9%	14µM*	/	/	13%	-1%	-12%	-8%
CC1(C)CC[C@]2(C(=O)O)CC[C@]3(C)C(=CCC4[C@@]5(C)CC[C@H](O)C(C)(C)[C@@H]5CC[C@]43C)C2C1 (stereo not given in full)	-2%	-4%	/	/	/	-1%	0%	-7%

The closing 2 records of the part before are carried over, then new ones follow.
SMILES	RECQ1 helicase	ALDH1A1 inh	L3MBTL1 inh	LMNA splice mod	SMN2 splice up	Luc counter	JMJD2E inh	Tau ThT inhib
COC(=O)c1c(NC(=O)CSc2ncnc3[nH]ncc23)sc2c1CCC2	-9%	14µM*	/	/	13%	-1%	-12%	-8%
CC1(C)CC[C@]2(C(=O)O)CC[C@]3(C)C(=CCC4[C@@]5(C)CC[C@H](O)C(C)(C)[C@@H]5CC[C@]43C)C2C1 (stereo not given in full)	-2%	-4%	/	/	/	-1%	0%	-7%
O=C(C1CCCCC1)N1CCc2[nH]c3ccc(F)cc3c2C1	-4%	/	-3%	/	/	/	4%	-3%
C[C@H](CO)NC(=O)[C@H](C)[C@H]1C[C@]1(C)[C@H](NC(=O)OCc1ccccc1)c1ccccc1	-7%&7%	22µM*	8%	-2%	-19%&-10%	4%&0%	-5%&-1%	-4%&-12%
Nc1c(N2CCCC2)c2ccccc2oc1=O	-1%	?	-15%	-8%[46 µM]	/	3%	-19%	-21%
COCCCn1c(-c2ccccc2)nc2ccccc2c1=O	-6%	4%	4%	3%	-10%	2%	7%	1%
CC(C)NC(=O)N1CC[C@@]2(CCCN(C(=O)Oc3ccccc3)C2)C1	i	30%[activator]	/	/	-11%	-3%	/	/
CC(C)C1N=C2c3ccccc3N=C(SCC#N)N2C1=O (stereo not given)	i	?	-3%	3%	-17%	6%	?	-7%
Cc1ccc2nc(-c3ccncc3)c(NC3CCCC3)n2c1	-1%	-2%	-9%	1%[9.22 µM]	5%	0%	-13%	-15%
O=C1c2ccccc2NC(c2ccc(Cl)cc2Cl)N1O (stereo not given)	-9%	2%	2%	?	-39%[inhibitor]	-1%	?	-12%
CC1CCN(c2ccc(C(=O)N3CCOCC3)cc2[N+](=O)[O-])CC1	i	-1%	-1%	3%	6%	-4%	6%	-4%
COc1cccc(NC(=O)CSc2nc3c(oc4ccccc43)c(=O)[nH]2)c1	1%	-7%	-2%	-1%	29%	-4%	-4%	-1%
CCCSc1nc2ccccc2n1CC(=O)O	-5%	-3%	9%	/	/	/	-2%	-3%
O=C(NCCN1C(=O)C2C3C=CC(C3)C2C1=O)Nc1ccccc1 (stereo not given)	0%	13µM*	/	-3%	-13%	6%	-1%	-13%
CC(=O)OC(C(=O)N1CCOCC1)c1c(F)cccc1F (stereo not given)	i	9%	6%	/	/	/	8%	9%
Cc1ccc(C(=O)NNC(=O)C(C)Sc2nc(N)cc(N)n2)cc1 (stereo not given)	i	16%	9%	2%	3%	1%	-6%	-6%
CC1CCCCN1CC(=O)NC(c1ccccc1)c1ccccc1 (stereo not given)	i	?	17%	/	/	1%	-6%	8%
O=C1c2ccccc2C(=O)N1CC1c2ccccc2CCN1C(=O)N1CCOCC1 (stereo not given)	i	2%	/	-6%	?	-6%	5%	-7%
COc1ccccc1N1CCN(C(=O)c2sc3nc(-c4ccccc4)cn3c2C)CC1	-5%	5%	-13%	-25%	-47%[inhibitor]	9%	-2%	?
CCNS(=O)(=O)c1ccc2nc(NC(=O)/C=C/c3cc(OC)c(OC)c(OC)c3)sc2c1	-7%	10%	10%	-14%	3%	-3%	?	-2%
O=C(CCc1ccccc1)Nc1nc2nc(-c3ccccc3)cc(=O)n2[nH]1	i	-1%	-1%	1%	-21%	-2%	-2%	-5%
COCc1cc(C)nc2sc(C(=O)Nc3nccs3)c(N)c12	-7%	-16%	10%	-12%	12%	0%	?	?
COc1ccc(C2=NNC(c3cccnc3)=Nc3ccc(OC)cc32)cc1	-21%	-2%	-23%	-3%[9.22 µM]	2%	3%	10%	-17%
CSc1nnc(C)c(=O)n1COC(=O)c1ccc(S(=O)(=O)N2CCCC2)cc1	-13%	-8%	32%[activator]	-12%	-2%	-3%	-1%	14%
CC(C)CC(=O)NC(=S)NNC(=O)c1ccc([N+](=O)[O-])cc1	1%	-4%	-1%	?	16%[1.84 µM]	5%	8%	11%
Cc1ccc(CNC(=S)Nc2cc(C(=O)O)ccc2C)cc1	i	2%	/	/	/	/	-9%	7%
c1ccc(-c2ccc(CN3CCN(c4ncccn4)CC3)cc2)cc1	i	?	4%	?	/	0%	-3%	-5%
CCN(CC)CCCNC(=O)C(C)n1c2ccccc2c2nc(=O)cc(C)n21 (stereo not given)	0%	/	-9%	/	/	/	?	-9%
O=C(Nc1ccc(F)cc1F)c1cc2ncc(Br)cn2n1	i	-8%	-8%	-3%	-12%	-6%	?	0%
CC(C)CNC(=O)COC(=O)/C=C/c1ccco1	-6%	0%	-11%	0%	-2%	0%	-2%	-3%
Cc1cc(C)c2nc(C(F)(F)F)nc(NCCCN3CCCC3=O)c2c1	0%	1%	-8%	4%	?	0%	0%	-3%
O=C(N/N=C/c1ccc(N2CCOCC2)o1)c1cccc(C(F)(F)F)c1	-3%	?	7%	-8%	-31%[inhibitor]	-2%	-21%	?
COc1cccc(-c2nnc(SC(C(=O)c3c[nH]c4ccccc34)c3ccccc3)n2C)c1 (stereo not given)	-7%	16%	0%	?	-37%[inhibitor]	-1%	6%	15%
CC(=O)c1ccc(N2CCN(C(=O)COc3ccccc3F)CC2)c(F)c1	5%	?	-6%	-15%	-30%[inhibitor]	4%	11%	?
CCOC(=O)NC(=O)C(/C=N/c1sccc1C(=O)OC)=C(\C)O	14µM*	?	7%	-12%[46 µM]	-14%	5%	?	-10%
CCCCn1cnc2cc(NCc3ccncc3)ccc21	-1%	-6%	-5%	?	-20%	0%	?	-19%
NNC(=O)c1ccc(N2CCCCCC2)c([N+](=O)[O-])c1	-9%	1.6µM*	/	26%[46 µM]	-38%[inhibitor]	9%	11%	?
Cc1ccc(Nc2nc(NCc3ccco3)c3ccccc3n2)cc1	-26%	?	/	?	-76%[inhibitor]	-1%	?	-6%
COC(=O)c1c(C)[nH]c(C(=O)OCC(=O)N2c3ccccc3NC(=O)C2(C)C)c1C	i	?	3%	-6%	-5%	3%	-2%	-14%
COc1ccc(NC(=O)C2=C(C)NC(=O)NC2c2cccc(OC)c2OC)c(OC)c1 (stereo not given)	-7%	-5%	/	-3%	-6%	1%	3%	-18%
Cc1ccc(-c2nnc3sc(C4COc5ccccc5O4)nn23)cc1 (stereo not given)	-7%	?	3%	-9%	20%	0%	4%	-16%
Fc1ccc2nc(Nc3nc4cc5c(cc4s3)OCCO5)sc2c1	i	?	?	?	?	-1%	14%	10µM*
CN(C)S(=O)(=O)c1cccc(C(=O)Nc2cc(Cl)cc(Cl)c2)c1	-4%	?	/	?	-2%	16%	-8%	-14%
O=C1N=C(N2CCOCC2)S/C1=C\c1ccc(-c2ccccc2Cl)o1	-1%	-7%	4%	?	-17%	0%	-2%	-10%
Cc1cc(C(=O)COC(=O)c2ccc3c(c2)OCO3)c(C)n1CC1CCCO1 (stereo not given)	0%	8%	10%	9%[46 µM]	18%	-9%	4%	-12%
O=C(/C=C/c1ccc(O)c(O)c1)OC1C(O)CC(OC(=O)/C=C/c2ccc(O)c(O)c2)(C(=O)O)CC1O (stereo not given)	-2%	4%	1µM*	/	/	/	3.2µM*	-17%
C=CCSc1n[nH]c(=O)n1-c1cccc(C(F)(F)F)c1	i	-4%	3%	/	/	/	8%	9%
O=c1oc2ccccc2c2[nH]ccc12	13%	-1%	3%	16%[46 µM]	-10%	-2%	4%	-2%
Cc1cc(/C=C2/C(=O)N(C)C(=S)N2C)ccc1N1CCCC1	-28%	?	-5%[11.4 µM]	1%[46 µM]	13µM*	-3%	-18%	4µM*
Nc1nc(NCc2ccc(Cl)cc2)nc(NCCO)c1[N+](=O)[O-]	-1%	/	0%	/	/	/	-11%	-2%
COC(=O)c1ccc(CSc2nc(N)cc(N)n2)cc1	-3%	6%	-10%	-8%	7%	-1%	-4%	-1%
CCS(=O)(=O)NCCCc1ccccc1	-14%	0%	5%	10%	7%	-1%	3%	11%
Cc1cc(C)c(S(=O)(=O)N2CCCC(C(=O)NCCC3=CCCCC3)C2)c(C)c1 (stereo not given)	6%	?	5%	-4%	-21%	-5%	-5%	?
O=c1[nH]c(=O)c2nc(Br)n(C3OC(CO)C(O)C3O)c2[nH]1 (stereo not given)	-1%	9%	/	-5%	-1%	-5%	-6%	-7%
